MIN6 prolif: inducers of beta-cell replication in MIN6 cells | MIN6 cells proliferation, ATPlite luminescence, 48 h; cells starved in 0.2% serum; 100% = growth in 10% serum | proliferation, % at 10 µM | actives 0.29% (n = 330,000);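 active = compounds whose signal lies at least 3.5 SD above the mean of all wells on their plate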;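 note: 0% = DMSO-treated cells in low-serum medium and 100% = 10% serum control; some compounds called inactive have numbers as strong as hits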
SENP1 inh: SENP1 (human) catalytic domain inhibition; Q9P0U3; recombinant SENP1 catalytic domain, CyPet-SUMO1-YPet FRET cleavage; inhibition, % at 10 µM; actives 0.21% (n = 360,000); AID 624204;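 active = inhibition at least 30% at 10 µM, raw YFP signal under a set limit, fluorescence ratio 0.5 to 1.5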;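 note: 0% = enzyme with DMSO and 100% = no enzyme wells; some results filed as inactive read as strong as hits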
Target sequence (Q9P0U3 419-644 limits assumed): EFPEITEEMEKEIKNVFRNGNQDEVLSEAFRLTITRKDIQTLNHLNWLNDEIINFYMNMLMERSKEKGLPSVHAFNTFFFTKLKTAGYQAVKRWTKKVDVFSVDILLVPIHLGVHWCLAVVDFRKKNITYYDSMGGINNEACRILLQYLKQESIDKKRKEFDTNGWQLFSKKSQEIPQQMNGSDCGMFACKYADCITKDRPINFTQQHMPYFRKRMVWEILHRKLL
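Material: hSENP1 catalytic domain, recombinant; medium: Tris pH 8 with BME, BSA, NP40 and catalase; compound: single concentration of 10 µM compound, 0.5% DMSO final; technique: FRET read of cyan and yellow fluorescence; timing: 50 min enzyme reaction, room temperature, light-protected; reagent: SFCypet-SUMO1-SFYpet substrate at 25 nM; control set: no-enzyme low, enzyme-DMSO high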
mIAP block: blocks mouse intestinal alkaline phosphatase; purified mouse IAP, CDP-Star luminescence, 30 min; inhibition, % at 10 µM; actives 0.2% (n = 330,000);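 active = inhibition of at least 40% at 10 µM in the primary screen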;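 note: plate controls were DMSO with enzyme for no effect and no enzyme wells for full effect; values of inactives mirror those of a sister screen read the other way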
A3A deaminase: inhibitors of human APOBEC3A DNA deaminase; recombinant A3A, FAM/TAMRA ssDNA deamination fluorescence; inhibition, % at 20 µM; actives 0.41% (n = 330,000); AID 493011;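 active = at least 40% inhibition at 20 µM here, with at most 30% in a related deaminase screen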;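 note: plate controls were A3A with DMSO for no effect and wells lacking A3A enzyme for full effect; some results filed as inactive read as strong as hits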
Target sequence (P31941 whole entry, looked up): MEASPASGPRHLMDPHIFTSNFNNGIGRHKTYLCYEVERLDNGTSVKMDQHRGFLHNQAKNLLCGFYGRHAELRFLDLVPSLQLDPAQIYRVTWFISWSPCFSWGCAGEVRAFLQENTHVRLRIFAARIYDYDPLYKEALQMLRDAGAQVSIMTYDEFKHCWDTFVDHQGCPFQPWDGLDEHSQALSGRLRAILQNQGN
hIAP activ: human IAP activation. purified human IAP, CDP-Star luminescence, 30 min; active compounds read high; 1 = vehicle-only enzyme, 0 = enzyme-free background. activation factor at 10 µM. actives 0.16% (n = 330,000). AID 2524;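 active = activation factor of the enzyme at least 2-fold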; note: the source names both 10 and 20 µM as test concentration; values of inactives mirror those of a sister screen read the other way
Target sequence (P09923 whole entry, looked up): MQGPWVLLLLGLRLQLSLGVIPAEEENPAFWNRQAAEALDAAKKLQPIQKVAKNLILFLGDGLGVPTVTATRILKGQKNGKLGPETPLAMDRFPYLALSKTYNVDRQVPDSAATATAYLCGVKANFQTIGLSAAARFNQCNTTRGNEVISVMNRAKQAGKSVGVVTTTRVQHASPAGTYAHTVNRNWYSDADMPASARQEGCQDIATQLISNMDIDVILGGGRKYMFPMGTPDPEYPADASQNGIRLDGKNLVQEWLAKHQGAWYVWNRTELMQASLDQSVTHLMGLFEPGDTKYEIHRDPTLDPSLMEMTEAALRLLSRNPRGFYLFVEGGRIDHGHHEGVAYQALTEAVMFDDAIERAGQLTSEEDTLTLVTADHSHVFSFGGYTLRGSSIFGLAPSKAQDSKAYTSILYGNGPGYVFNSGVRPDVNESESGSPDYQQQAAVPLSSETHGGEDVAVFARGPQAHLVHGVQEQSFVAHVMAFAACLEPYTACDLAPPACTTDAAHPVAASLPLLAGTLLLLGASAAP
hIAP inh: blocks human intestinal alkaline phosphatase | P09923 | purified IAP, CDP-Star luminescence, 30 min | inhibition, % at 10 µM | actives 0.12% (n = 330,000) | AID 2544;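 active = inhibition reaching a set limit with compound at 10 µM in the primary screen, cut at about 35% in these data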;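 note: plate controls were DMSO wells with enzyme for no effect and no-enzyme buffer wells for full effect; values of inactives mirror those of a sister screen read the other way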
APOBEC3G inh: blocks human APOBEC3G single-stranded DNA deamination | inhibition, % at 20 µM | Q9HC16 | recombinant A3G, ssDNA deamination FAM/TAMRA fluorescence | actives 0.28% (n = 330,000);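 active = inhibition of at least 40% at 20 µM, with no more than 30% in the related APOBEC3A deaminase screen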;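 note: plate controls were DMSO wells with A3G for no effect and wells lacking A3G enzyme for full effect; some compounds called inactive have numbers as strong as hits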
NLRP3 yeast inh: blocks the NALP3 inflammasome reconstituted in yeast; Yeast reconstituted NLRP3/ASC/caspase-1, beta-gal luminescence, 24 h; inhibition, % at 10 µM; actives 0.39% (n = 330,000);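 active = inhibition of 50% or more; inactive = inhibition below 50%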;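 note: plate controls were induced DMSO wells for no effect and uninduced yeast grown without galactose for full effect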
mIAP activ: mouse IAP activation. muIAP, CDP-Star luminescence, 30 min; active compounds read high; 1 = vehicle-only enzyme signal, 0 = enzyme-free wells. activation factor at 10 µM. actives 0.24% (n = 330,000). AID 2805;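 active = activation factor of at least 2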; note: the source names both 10 and 20 µM as test concentration; values of inactives mirror those of a sister screen read the other way
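Assay system: mouse IAP enzyme; Reagent: CDP-Star chemiluminescent phosphatase substrate; Compound: DMSO-dissolved test compounds; Incubation: 30 min, room temperature; Technique: luminescence from enzymatic CDP-Star hydrolysis; Controls: DMSO-only wells and no-enzyme negative control.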
Starred values were filed as active, the others as inactive; · = no result given. A portion of the library; count on the stated rates, not on these rows.

SMILES	MIN6 prolif	SENP1 inh	mIAP block	A3A deaminase	hIAP activ	hIAP inh	APOBEC3G inh	NLRP3 yeast inh	mIAP activ
Cc1ccsc1-c1nc(CN2CCN(C)C(=O)[C@@H]2C)c(C)o1	6	-5	-1	3	0.93	7	-1	6	1
COc1cccc(Nc2nnc(SCC3CCCCO3)s2)c1 (stereo not given)	-2	0	-4	0	1.2	-20	-2	-15	1
CCC(C)NC(=O)C1CCC(=O)N1Cc1ccc(C)cc1 (stereo not given)	-2	1	-8	1	0.95	5	-1	-9	1.1
O=c1oc2c(CN3CCOCC3)c(O)c(Cl)cc2c2c1CCCC2	-2	-25	0	-3	1.3	-25	-1	9	1
NC(=O)c1cc(-c2ccccc2)nc(N2CCOCC2)n1	2	-3	15	-2	0.87	13	-6	12	0.85
C=CCN(CC(=O)NC1CC1)S(=O)(=O)c1cccc(C(F)(F)F)c1	-1	-2	9	13	1.1	-11	-6	-2	0.91
N#Cc1ccccc1OCC(O)CS(=O)(=O)c1ccccc1 (stereo not given)	1	3	0	-2	1.2	-17	-6	2	1
O=C(CCn1c(=O)c2cccn2c2ccc(F)cc21)NCCc1ccccc1	-2	-2	0	-3	1.1	-10	-4	23	1
COCCCn1c(C)nc2c(c1=O)c1nc3ccccc3nc1n2CCc1ccccc1	-1	-78	8	-2	0.98	2	-4	-8	0.92
Cn1cncc1C(=O)c1ccccc1	0	-3	4	-4	0.99	1	1	18	0.95
N#Cc1ccc(S(=O)(=O)N2CCC(N3CCCCC3)CC2)cc1	-1	0	7	0	0.98	2	-5	22	0.93
CC1NC(=O)c2ccccc2-n2c1nc1cc(F)ccc1c2=O (stereo not given)	4	·	0	-1	0.95	5	-10	19	1
Cc1ccc(S(=O)(=O)Nc2c(NC3CCCCC3)c3ccccc3oc2=O)c(C)c1	-6	-1	0	-2	0.97	3	1	-2	1
O=C(N/N=C/c1cc(Br)c(O)c(Br)c1O)c1ccc2c(c1)OCCO2	-3	-22	20	9	1.6	-60	6	7	0.8
Cc1ccc2nc(NCCCO)nc(-c3ccccc3)c2c1	0	-23	23	3	1.1	-15	1	9	0.77
COc1ccc(S(=O)(=O)Nc2ccc3c(c2)C(=O)N([C@H](C)CO)C[C@H](C)[C@H](CN(C)Cc2ccc(C(=O)O)cc2)O3)cc1	0	-2	1	-2	1	0	-2	-11	0.99
CCOC(=O)c1c(C)c(C(=O)NCc2cccnc2)c(C)n1CC	2	1	7	-1	0.81	19	-3	14	0.93
Cc1c([N+](=O)[O-])cc(C(=O)Nc2ccc(Cc3ccncc3)cc2)cc1[N+](=O)[O-]	-1	2	15	-2	0.89	11	-3	8	0.85
NC(=O)c1cc(S(=O)(=O)N2CCN(c3cccc(Cl)c3)CC2)cs1	-3	1	0	-1	1.1	-14	-2	7	1
CC(OC(=O)C1CCN(S(=O)(=O)c2ccc(Cl)cc2)CC1)C(=O)N1CCc2ccccc21 (stereo not given)	-2	0	-9	2	0.92	8	1	4	1.1
CCCN(CCC)S(=O)(=O)c1ccc(C(=O)NCc2ccco2)cc1	0	0	-7	5	0.89	11	4	14	1.1
O=C(CSC(=S)N1CCCC1)c1ccccc1	-2	4	-3	1	0.96	4	-4	23	1
Cc1ccc(Oc2ccc(-c3nc(N)nc(N)n3)cc2)cc1	0	-3	9	-1	0.9	10	1	23	0.91
O=C(CN1C(=O)CSC1=O)NC1CCCCC1	0	1	-5	-7	1.2	-23	-5	-1	1
CCCn1c(CN2CCN(C(=O)OCC)CC2)nc2cc(NC(=O)C(C)C)ccc21	-1	1	-1	4	1	-4	2	-7	1
COc1ccc2c3c([nH]c2c1)C1CC2C(CC(O)C(OC)C2C(=O)O)CN1CC3 (stereo not given)	0	-19	7	-3	0.77	23	-5	30	0.93
CN(C(=O)COC(=O)c1cc2ccccc2oc1=O)C1CCCCC1	2	-2	-3	-5	0.96	4	-9	14	1
CCN(CC)CCCNC(=O)N[C@@H](Cc1ccccc1)C(=O)O	-2	2	8	-6	1.1	-8	-3	-4	0.92
COc1ccc(CCNC(=O)Cn2cnc3sc(C)c(-c4ccc(F)cc4)c3c2=O)cc1OC	3	-8	-3	0	1.2	-25	-4	8	1
COC(=O)c1ccc(CN2CCCC(C(=O)Nc3ccc(-c4ccn[nH]4)cc3)C2)cc1 (stereo not given)	2	0	7	-4	1.3	-29	-7	1	0.93
CCOC(=O)c1oc2ccccc2c1NC(=O)c1ccc2c(c1)OCO2	4	0	1	6	1	-4	2	18	0.99
O=c1c2ccccc2nnn1Cc1ccc2ccccc2c1	0	1	13	-4	0.93	7	-7	30	0.87
CCOc1ccc(S(=O)(=O)Nc2ccc(C(=O)NCC3CCCO3)cc2)cc1 (stereo not given)	2	2	0	-2	1.1	-6	-6	11	1
O=C(c1ccco1)N1CCC(c2nc(-c3ccccc3Cl)no2)CC1	1	0	-1	2	1.1	-11	0	-1	1
CCCC(=O)Nc1ccc(N2CCOCC2)cc1	-1	4	-6	-2	0.93	8	-1	5	1.1
Cc1c(-c2ccc(F)cc2)nc(N)c(C#N)c1-c1cccnc1	0	-2	-4	-1	1.1	-14	-1	-1	1
COc1nc(Cl)cn(-c2ccc(C)cc2)c1=O	-1	-1	-5	3	1	-2	0	7	1
COc1ccc2nc(C)cc(NCc3cccc(C(F)(F)F)c3)c2c1	-7	-3	-38	8	1	-1	-10	17	1.4
CCOC(=O)C1=C(N)OC2=C(C(=O)CC(C)(C)C2)C1c1cccs1 (stereo not given)	1	2	6	1	1	-4	-2	13	0.94
CCC(=O)Nc1ccc(NC(=O)c2ccccn2)cn1	-1	0	7	-6	1.1	-11	-5	-1	0.93
C/C(=N\Nc1nc2c(s1)CCCC2)c1ccc(Cl)cc1	-5	-13	18	-3	0.78	22	-4	14	0.82
CCN(CC)CCNC(=O)c1ccc(NC(=O)c2cn(-c3ccc(F)cc3)nc2-c2cccc(OC)c2)cc1	-4	1	-24	-1	1.2	-23	-3	3	1.2
C/C(=N\NC(=O)c1ccc(Br)cc1)C1C(=O)c2ccccc2C1=O	-5	2	18	-4	1.1	-12	-1	11	0.82
O=C1CCC([N+](=O)[O-])C(c2ccc(-c3ccccc3)cc2)N1 (stereo not given)	-1	-2	-2	0	0.94	6	-1	31	1
O=C(Cn1ncnn1)OCc1ccccc1Cl	-2	2	-7	-16	0.96	4	0	9	1.1
N#Cc1nc(Cc2cccc3ccccc23)oc1NCC1CCCO1 (stereo not given)	0	3	8	0	0.87	13	-4	6	0.93
Cc1c(S(=O)(=O)NC2CCCCC2)c(=O)n(C)c(=O)n1C	-3	0	8	-3	1	-4	2	9	0.92
CN1CCN(c2ccccc2NC(=O)c2ccc3c(c2)OCCO3)CC1	-3	0	-2	2	0.84	16	-14	16	1
COCCN(CCOC)c1ncnc2c1cnn2-c1ccccc1	1	-3	6	0	0.78	22	-2	24	0.94
S=c1[nH]nc(-c2c[nH]c3ccccc23)o1	-2	1	7	3	0.98	2	5	14	0.93
Cc1cccc(N(C(=O)Cn2nnc3ccccc32)C(C(=O)NC(C)(C)C)c2ccsc2)c1 (stereo not given)	-1	2	7	3	1	0	2	3	0.93
COc1cc(-c2noc(CCC(N)=O)n2)cc(OC)c1OC	-3	·	15	1	1	-1	1	9	0.85
Cc1ccc(NCCC(=O)c2ccc(Cl)cc2)cc1C	-3	-5	4	0	0.74	26	-2	35	0.95
Oc1oc(-c2ccccc2)nc1C=Nc1ccccc1	-4	-65	-11	-4	0.93	7	-7	23	1.1
CCCC[C@@H]1C=C(C(=O)O)[C@H](c2ccc(C)cc2)N1S(=O)(=O)c1ccc(C)cc1	-1	2	6	-2	1	-4	-5	-4	0.94
O=C(NC1=NCCS1)C1CCN(S(=O)(=O)c2cc([N+](=O)[O-])ccc2Cl)CC1	-3	1	2	53*	1.2	-24	12	3	0.98
Cc1n[nH]c(=O)nc1Nc1ccc(O)cc1	-2	3	8	7	1.1	-11	3	8	0.92
Cc1cc(OCC(=O)Nc2ccccc2N2CCCC2)ccc1C(C)C	-6	-3	2	-1	0.88	12	-6	30	0.98
CCOC(=O)CC[C@H](NC(=O)Cn1cnc2c(OCc3ccccc3)ncnc21)C(=O)OCC	-3	0	-1	-3	1.2	-15	-6	17	1
CSc1ccccc1-c1nnc(NC(=O)Cc2ccccc2)o1	3	-1	6	-4	1.1	-10	-5	-2	0.94
Continued:
SMILES	MIN6 prolif	SENP1 inh	mIAP block	A3A deaminase	hIAP activ	hIAP inh	APOBEC3G inh	NLRP3 yeast inh	mIAP activ
Cc1cc(C)cc(-n2c(C)cc(/C=N/NC(=O)CSc3ncccn3)c2C)c1	-3	-2	-4	-4	1.2	-19	-1	14	1
O=C1COc2ccc(C(=O)NCc3ccc4c(c3)OCO4)cc2N1	-1	0	-2	1	0.92	8	-1	-2	1
Cc1ccc(C)c(NC(=O)CN(C)C(=O)c2ccncc2)c1	2	3	2	-1	0.96	4	-9	9	0.98
COc1cc2c(cc1OC)C1=NC(=O)CN1C(SCc1ccc(C)cc1)=N2	-2	-12	8	-2	1	-3	-5	14	0.92
NS(=O)(=O)c1cc(C(=O)NCCOc2ccccc2)c(Cl)cc1Cl	-2	-2	-15	-4	1.2	-17	-4	-3	1.2
CC(C)CCn1nnnc1C(c1ccccc1F)N1CCC(C(N)=O)CC1 (stereo not given)	-2	0	-3	-11	0.85	15	-9	14	1
Cc1cc(C)nc(NC(=O)c2ccc3c(c2)OCO3)c1	-4	·	-10	-1	1.2	-17	-7	19	1.1
O=c1oc2ccccc2n1Cc1cccc(F)c1	2	13	7	0	0.96	4	-3	-15	0.93
NC(=O)c1cc(S(=O)(=O)NCCc2ccc(Cl)cc2)cs1	-1	0	1	-6	0.87	13	-7	2	0.99
O=C(CCN1CCOCC1)NNC(=O)Nc1cccc(C(F)(F)F)c1	-3	-2	-3	-3	0.93	7	-12	-4	1
O=C1CCCN1c1ccc(S(=O)(=O)Oc2cccc(Cl)c2)cc1[N+](=O)[O-]	-3	1	2	-6	1	-3	-6	23	0.98
CCN1CC(CN(C)Cc2nc(-c3cccs3)no2)CC1=O (stereo not given)	-1	1	7	-2	1	0	-1	19	0.93
CN(C)C(/C=C/Nc1ccc(Br)cc1)=C(C#N)C#N	1	-1	6	1	0.9	10	-3	1	0.94
COCCN(CC(=O)Nc1cccc(C)c1C)C(=O)Cc1sc(C)nc1-c1ccc(F)cc1	-1	5	2	1	0.97	3	-8	25	0.98

Part of the list above in order of length of the SMILES, smallest number first:
SMILES	MIN6 prolif	SENP1 inh	mIAP block	A3A deaminase	hIAP activ	hIAP inh	APOBEC3G inh	NLRP3 yeast inh	mIAP activ
Cc1cc(C)nc(NC(=O)c2ccc3c(c2)OCO3)c1	-4	·	-10	-1	1.2	-17	-7	19	1.1
CN(C)C(/C=C/Nc1ccc(Br)cc1)=C(C#N)C#N	1	-1	6	1	0.9	10	-3	1	0.94
NC(=O)c1cc(S(=O)(=O)NCCc2ccc(Cl)cc2)cs1	-1	0	1	-6	0.87	13	-7	2	0.99
O=C1COc2ccc(C(=O)NCc3ccc4c(c3)OCO4)cc2N1	-1	0	-2	1	0.92	8	-1	-2	1
